# NTR1 ag = NTR1-driven beta-arrestin-GFP spot formation – imaging, U2OS cells, high content, primary screen (AID 493036) | agonist mode | activation, % at 20 µM | 330,000 compounds, 0.17% hits;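 active means activation at or above 40% of the spot to cytoplasm intensity ratio, with at least 20 cells analyzed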;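 further: 0% = DMSO without peptide and 100% = 100 nM NTR1 peptide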
# Target sequence (P30989 whole entry, looked up): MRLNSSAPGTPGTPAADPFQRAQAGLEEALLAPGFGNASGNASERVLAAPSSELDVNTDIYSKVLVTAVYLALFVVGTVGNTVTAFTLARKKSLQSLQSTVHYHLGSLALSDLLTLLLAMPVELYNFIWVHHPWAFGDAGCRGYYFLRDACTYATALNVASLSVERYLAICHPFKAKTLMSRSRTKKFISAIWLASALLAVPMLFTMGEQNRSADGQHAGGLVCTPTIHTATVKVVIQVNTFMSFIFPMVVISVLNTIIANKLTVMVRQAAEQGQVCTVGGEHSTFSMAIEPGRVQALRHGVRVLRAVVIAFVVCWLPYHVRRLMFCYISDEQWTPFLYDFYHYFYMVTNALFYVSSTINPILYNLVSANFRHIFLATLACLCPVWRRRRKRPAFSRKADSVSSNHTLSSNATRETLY
# KOR beta-arrestin-1 = KOR agonists, beta-arrestin recruitment, primary screen, cell-based, luminescence, uHTS (AID 1777); KOR beta-arrestin recruitment, luminescence; higher % means a stronger effect; activation, % at 10 µM, or EC50 in µM where a hit was titrated; 280,000 compounds, 0.02% hits; in the data active means activation above about 50%, passing the limit was not always enough; further: a part of the inactive calls stands beside numbers as strong as those of hits
# KOR beta-arrestin-2 = KOR antagonists, beta-arrestin recruitment, cell-based, luminescence, uHTS (AID 1778); KOR beta-arrestin recruitment, luminescence, antagonist mode; higher % means a stronger effect; one-dose inhibition, % at 10 µM; IC50 in µM for titrated hits; 290,000 compounds, 0.091% hits; further: strong numbers were not always called active
# GPR55 beta-arrestin = selective activators of receptor GPR55 – imaging, U2OS cells, beta-arrestin-GFP redistribution, primary screen (AID 1961); U2OS GPR55 beta-arrestin-GFP redistribution imaging; higher % means a stronger effect; one-dose activation, % at 10 µM; EC50 in µM for titrated hits; 290,000 compounds, 0.048% hits;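 active means activation above 40% with more than 50 cells counted in the well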;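 further: U2OS osteosarcoma cells stably expressing GPR55 and beta-arrestin-GFP; plate controls were DMSO negative control for no effect and LPI positive control for full effect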
# CSM14.1 death rescue = rescue of cells from ER stress-induced death, primary screen, 384-well, CSM14.1, thapsigargin, ATP luminescence (AID 1222); CSM14.1 thapsigargin-induced death rescue, ATP luminescence; higher % means a stronger effect; cellular ATP content (survival), % at 20 µM, or EC50 in µM where a hit was titrated; 190,000 tested, under 10 active;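 active means EC50 below 50 µM in the dose-response confirmation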;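 further: death triggered by thapsigargin at about 15 µM added after 2 h compound pretreatment; cell ATP read after overnight thapsigargin exposure of roughly 18 to 22 hours; normalized against plate controls of thapsigargin alone and 5% DMSO vehicle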
# Yfh1-depleted yeast = enhancers of respiration in Yfh1-depleted yeast, dose response, Friedreich's ataxia, plus single-dose screen (AID 1465). S. cerevisiae Yfh1-off respiration, WST-1 reduction, 72 h; higher fold induction means a stronger effect. one-dose fold induction at 50 µM; EC50 in µM for titrated hits. 220,000 compounds, 0.074% hits;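 active means fold induction of absorbance versus untreated yeast above a set limit, then at least 30% activation at any dose in follow-up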;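 further: activators that raise dye reduction in frataxin-depleted yeast; strong numbers were not always called active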
# NOD2 inhibition = NOD2 signaling inhibitors, cell-based, luminescence, uHTS, HEK293 (AID 1566). HEK293 NOD2/NF-kB luciferase reporter, luminescence; higher % means a stronger effect. inhibition, % at 4 µM; hits with a dose series show EC50 in µM. 290,000 compounds, 0.63% hits; further: many of its hits are not listed in these tables
# NOD1 inhibition = inhibition of NOD1-driven NF-kB reporter – cell-based, luminescence, uHTS, primary screen (AID 1578); NOD1-driven NF-kB luciferase reporter cells, luminescence; higher % means a stronger effect; inhibition, % at 4 µM; hits with a dose series show EC50 in µM; 290,000 compounds, 1% hits; in the data active means inhibition mostly above about 36%, no sharp cut-off; inactive means mostly below about 34%;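 further: HEK-293T reporter cells stimulated with the NOD1 agonist gamma-tri-DAP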
# TNAP activation fold = human TNAP enzyme activators, primary screen, biochemical, luminescent, no phosphate acceptor, uHTS (AID 1001). purified TNAP, luminescent activation assay, no phosphate acceptor; higher activation fold means a stronger effect. activation fold at 20 µM, or EC50 in µM where a hit was titrated. 200,000 compounds, 0.03% hits; in the data active means activation fold from about 3, or a potency from the dose series; inactive means the rest, 99 in 100 with activation fold below about 1.6; further: many of its hits are not listed in these tables
# NTR1 ag cell count 20 µM = also measured in NTR1 ag; calls as there; cell count; measured here: cell count, cytotoxicity flag
# An asterisk follows results filed as active; i = inactive; . = no result given; [ ] = another dose, or the depositor's remark. Unless noted, no stated cut-off is given here; in the data, active means inhibition above about 50%; inactive means the rest. Only part of the results is shown; rates above refer to the full screens.
No.	structure	NTR1 ag	NTR1 ag cell count 20 µM	KOR beta-arrestin-1	KOR beta-arrestin-2	GPR55 beta-arrestin	CSM14.1 death rescue	Yfh1-depleted yeast	NOD2 inhibition	NOD1 inhibition	TNAP activation fold
1	O=C(O)CN1C(=O)SC(Nc2ccc(C(=O)O)cc2)C1=O (configuration not stated)	-0.1	37	4.1%	-1.6%	-0.1%	-0.7%	i	-3.4%	4.2%	1.2
2	Cn1cc(C(=O)Nc2ccc(C#N)cc2)c2ccccc2c1=O	1.1	47	-0.9%	-19.1%	-0.1%	.	.	-9.1%	0.7%	.
3	CCOc1ccc2nc(NC(=O)CN3CCC(n4nnc5cc(C(F)(F)F)ccc54)CC3)sc2c1	9.2	83	1.6%	-46.4%	0.0%	-1.8%	i	0.9%	-8.2%	1.1
4	COc1ccc(C(=O)C2CCCN(C(=O)c3cccc(Cn4cccn4)c3)C2)cc1F (configuration not stated)	0.4	77	-3.9%	23.2%	-0.1%	.	.	19.5%	-4.8%	.
5	CN(C)C(=O)c1cccn(Cc2cccc(C(F)(F)F)c2)c1=O	0.6	51	-3.4%	12.0%	0.2%	0.0%	i	11.4%	26.8%	1
6	O=C1c2cccc3c(N4CCCCC4)ccc(c23)C(=O)N1c1ccccc1O	-0.1	50	-6.1%	8.3%	-0.3%	0.9%	i	-5.6%	-5.8%	1
7	C/C=C/c1ccc(OCC(=O)NCc2ccccc2OC)c(OC)c1	1.3	36	-4.0%	-25.9%	-0.6%	0.4%	i	3.5%	-31.0%	1.1
8	Cc1cc(C)nc(SCCC(=O)Nc2ccccc2Cl)n1	-0.4	58	.	-13.4%[20 µM]	-0.1%	-0.8%	i	25.5%	-25.5%	1
9	Cc1ccc(Oc2nc3ccccn3c(=O)c2/C=C(\C#N)C(=O)NC2CCS(=O)(=O)C2)cc1 (configuration not stated)	2.0	45	5.1%	4.3%	1.8%	.	i	16.1%	-3.1%	.
10	Cc1cc(NC(=O)CS(=O)(=O)c2cn(C)c3ccccc23)no1	0.8	105	-1.5%	-30.5%	-0.3%	-1.2%	i	16.9%	16.2%	1
11	Cc1cccc(Oc2ncc(-c3ccc(Cl)cc3)cn2)c1	1.8	76	1.0%	0.4%	0.0%	-1.4%	.	-24.1%	-30.4%	1
12	CCN(CC)CCN1C(=O)C(=O)/C(=C(/O)c2ccc3c(c2)CC(C)O3)C1c1ccc(OC)cc1 (configuration not stated)	-0.8	45	-0.5%	44.9%	0.7%	.	i	16.7%	-0.3%	.
13	C/C(CC(=O)Nc1ccc(N(C)C)cc1)=N\NC(=O)c1cnccn1	-1.2	52	-7.3%	4.8%	0.2%	-1.9%	i	6.9%	-8.3%	1.4
14	CN(C)c1ccnc(Oc2ccc(C(C)(C)C)cc2)c1C#N	6.4	38	0.0%	-2.0%	0.0%	-2.3%	i	-18.5%	-31.5%	1.1
15	COc1cc2c(cc1NC(=O)c1ccco1)CCCC2	1.4	59	3.8%	-17.5%	0.0%	-2.2%	i	-39.0%	-38.2%	1.1
16	Cc1cc(C)n(-c2ncc(C#N)cn2)n1	-1.6	47	-0.6%	-63.4%[20 µM]	0.3%	-1.7%	i	11.5%	12.2%	1.1
17	CCCc1nc(NCC2CCCO2)c2nnn(Cc3ccccc3)c2n1 (configuration not stated)	2.5	51	0.0%	-20.2%	0.3%	-1.8%	i	17.4%	-11.3%	1
18	CCOC(=O)CSc1nnc(-c2ccc3ncccc3c2)n1C	-1.0	51	.	9.5%	1.0%	.	i	1.5%	-3.6%	.
19	COc1ccc(S(=O)(=O)N(C)CC(=O)Nc2ccc(C)cc2)cc1OC	-0.4	50	3.1%	-18.4%	-0.2%	1.5%	i	-1.1%	-18.2%	1
20	CC1=CC(C)(C)Nc2ccc(OC(=O)CN3C(=O)c4cccc5cccc(c45)C3=O)cc21	.	.	4.3%	-44.0%	-0.1%	2.3%	.	19.6%	-7.4%	1
21	O=C(NNc1ccccn1)c1ccc(Cl)nc1	1.4	94	-0.9%	-23.6%	0.3%	-2.7%	i	1.4%	-23.2%	1.2
22	CCC(CC)NC(=O)CCc1nc2ccccc2c(=O)[nH]1	2.1	84	-1.4%	9.0%	0.0%	3.6%	i	11.7%	7.4%	1
23	COc1cc(/C=N/NC2=NS(=O)(=O)c3ccccc32)ccc1OC(C)=O	1.1	83	0.8%	20.1%	-0.1%	.	.	15.7%	-2.6%	.
24	Cc1nc([N+](=O)[O-])cn1CC(=O)Nc1ccc(F)c(Cl)c1	-0.5	46	-0.4%	-53.6%[20 µM]	-0.4%	.	.	14.5%	-2.8%	.
25	CC(=O)NNc1ncnc2c1cnn2-c1ccc(C)c(C)c1	-1.4	60	-4.1%	-5.8%	0.2%	-0.9%	i	7.1%	-22.9%	2.9
26	CCOc1ccc(N2Cc3ncccc3C2=O)cc1	1.1	81	3.8%	7.0%	-0.1%	0.7%	i	-52.5%	-4.7%	1
27	Cc1cc(N2CCCCC2C)nc(-c2ccccc2O)n1 (configuration not stated)	12.9	61	7.5%	-9.3%	-0.2%	.	i	11.3%	9.6%	.
28	CN(c1ccccc1)c1nc(N)c([N+](=O)[O-])c(Nc2ccccc2)n1	39.1	94	-5.3%	-8.8%	0.0%	.	.	-20.8%	-3.7%	.
29	O=C(O)c1cc(C2CC2)nn1-c1ccccc1	2.0	80	-4.0%	8.4%	0.2%	0.4%	i	-0.6%	5.4%	1.1
30	Cc1ccc(-n2ccc(=O)c(C(=O)Nc3ccc(S(=O)(=O)Nc4nccc(C)n4)cc3)n2)cc1	-0.3	78	5.2%	19.7%	-0.1%	.	.	4.5%	-15.0%	.
31	Nc1nonc1C(=O)OCC(=O)N1CCOCC1	0.8	67	3.0%	24.6%	-0.2%	3.1%	i	14.4%	22.6%	1.1
32	CCSc1ccccc1C(=O)n1nnc2ccccc21	8.5	63	-2.5%	29.8%	-0.1%	-1.3%	i	8.9%	-17.2%	1.1
33	Cc1ccc(C(=O)N2CCC3(CC2)Oc2ccc(F)cc2C(=O)C32CC(c3cccnc3)=NO2)s1 (configuration not stated)	-2.1	92	2.4%	-0.6%	-0.2%	.	i	-25.7%	9.9%	.
34	CC(C)Cn1cnc2c(c1=N)C(c1ccccc1)C1=C(CC(C)(C)CC1=O)O2 (configuration not stated)	1.4	47	4.4%	-28.7%	-0.3%	.	i	-25.1%	-10.2%	.
35	Fc1ccc(Nc2nnc(C(F)(F)F)s2)cc1	1.9	56	0.5%	-1.6%	-0.2%	.	i	16.9%	3.4%	.
36	CC(NC(=O)C12CC3CC(CC(C3)C1)C2)c1ccc2c(c1)OCCO2 (configuration not stated)	0.3	63	-1.7%	1.6%	-0.1%	-0.5%	i	4.8%	5.9%	1
37	CCOc1ccc(N(CC(=O)NCCSCc2ccco2)S(=O)(=O)c2ccc(F)cc2)cc1	1.9	76	-5.1%	23.7%	-0.1%	.	.	1.4%	-14.1%	.
38	c1ccc2c(c1)CCCC2C1=NCCN1 (configuration not stated)	1.0	74	1.0%	-8.7%	-0.1%	-1.8%	i	6.3%	-29.5%	1.1
39	O=S(=O)(NCCCCCNS(=O)(=O)c1ccccc1)c1ccccc1	1.0	56	3.4%	-49.6%	-0.1%	.	i	-1.4%	14.3%	1.1
40	O=C(Nc1ccc(F)cc1)c1ccc2nc[nH]c2c1	1.2	98	-1.2%	18.2%	0.0%	.	i	-36.2%	-61.7%	1.2
41	O=C(O)CCn1c(=S)n(CCC(=O)O)c2ccccc21	0.5	67	5.0%	23.7%	0.0%	.	i	0.9%	-0.1%	.
42	CCOC(=O)c1[nH]c(C)c(C(=O)N2CCN(C(=O)c3ccco3)CC2)c1C	0.4	93	-0.7%	-5.3%	-0.5%	-0.5%	i	10.8%	-27.2%	1.1
43	O=c1[nH]c2ccccc2c(O)c1-c1ccccc1	-0.4	78	-4.7%	32.1%	0.6%	.	i	3.0%	-7.2%	.
44	CCC(C)NC(=O)COC(=O)c1cc([N+](=O)[O-])ccc1Sc1nc(C)cs1 (configuration not stated)	0.2	57	-3.7%	-14.3%	0.0%	4.5%	.	-4.6%	7.9%	1.1
45	Cc1c(CN2CCCC(C(=O)c3cccc(OC(C)C)c3)C2)c(=O)n(-c2ccccc2)n1C (configuration not stated)	-1.7	84	-11.6%	-23.8%[20 µM]	-0.1%	-1.1%	i	3.5%	-20.9%	1.1
46	O=C(N/N=C/c1ccco1)c1cc(=O)[nH]c2ccccc12	0.0	54	0.2%	-6.8%	-0.2%	2.9%	i	5.3%	-22.4%	1
47	Nc1cc(=O)[nH]c(SCC(=O)NCC2CCCO2)n1 (configuration not stated)	2.9	74	-8.1%	-6.4%	0.3%	-2.8%	i	16.8%	-5.8%	1.1
48	CCS(=O)(=O)N1N=C(c2ccccc2)CC1c1ccc2nccnc2c1 (configuration not stated)	1.1	72	4.8%	5.0%	-0.2%	-2.4%	i	15.4%	20.0%	1.1
49	CCc1ccc(OCC(=O)Nc2ccncc2)c(Br)c1	6.8	59	-2.4%	-47.4%[20 µM]	0.6%	.	.	-43.1%	-10.3%	.
50	CS(=O)(=O)N(CC(=O)N1CCCC1)Cc1ccc(F)cc1	-0.8	66	7.1%	-12.8%	0.9%	.	.	5.5%	4.6%	.
51	C/C(=N/Nc1nc(-c2ccccc2)cc(-c2ccccc2)n1)c1ccc(N)cc1	.	.	-5.7%	17.6%	-0.1%	-4.6%	i	-16.2%	-26.2%	0.8
52	COc1ccc(CN2CCCC(CO)(Cc3cccc(Cl)c3)C2)cc1OC (configuration not stated)	0.2	58	-3.0%	-27.4%[20 µM]	1.1%	.	.	-18.6%	-8.6%	.
53	CC1CN(C(=O)c2cccc(S(=O)(=O)N3CCOCC3)c2)CC(C)O1 (configuration not stated)	0.3	51	.	-17.8%	-0.2%	1.2%	i	5.9%	-2.7%	1.1
54	C/C=C/C=C\C(=O)Nc1cccc(C2=NOC3(C2)C[C@@H](C(N)=O)N(C(=O)c2cc([N+](=O)[O-])cc([N+](=O)[O-])c2)C3)c1 (some centres not stated)	-0.2	64	-3.9%	44.0%	-0.1%	.	i	8.3%	-3.8%	.
55	Cn1nccc1NC(=O)Nc1cccc(Cl)c1Cl	0.0	49	-3.9%	-14.8%	0.3%	.	i	-6.3%	-5.7%	.
56	COc1ccc2nc(Nc3ccc4c(c3)OCO4)sc2c1	0.5	81	35.0%	-38.5%	0.1%	-0.5%	i	-55.9%	23.2%	1
57	N#Cc1nc(-c2cccc3ccccc23)oc1N1CCCCC1	1.4	56	1.0%	12.3%	0.5%	-1.6%	.	-98.2%	-66.6%	1.1
